# Source: PubChem BioAssay (National Center for Advancing Translational Sciences (NCATS))
# TCR activator – activators of T cell receptors | primary human leukocytes, anti-CD3, IL-2 HTRF, 48 h | Potency, µM (highest dose often 9.22 µM), without a hit: at the top dose activation of IL-2 secretion, actives largely listed as activators | 330,000 tested, under 10 active; note: % of control where 0% means no effect
#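 Primary human leukocytes incubated 48 hr with anti-CD3 beads plus compound, without co-stimulation. Secreted IL-2 measured by HTRF (europium cryptate/d2 anti-IL-2 pair, 320 nm excitation, 665 nm emission).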
# TSG101-PTAP inh – blocks PTAP/TSG101 interaction to inhibit HIV-1 budding; Q99816; Fluorescence polarization, FITC-PTAP peptide / Tsg101 binding; Potency, µM (doses to about 115 µM), without a hit: at the top dose activity change, negative = inhibition, hits mostly inhibitors; 340,000 tested, under 10 active; AID 493005; active = well fitted inhibition curve with a large enough effect in the main read-out, with a control signal flat, not every such curve was filed as active; inconclusive = small, poorly fitted or top-dose-only effect, or effect the other way, or a change in a side signal; inactive = no such curve, though single readings can be large or run the other way; note: potency is the fitted concentration of half-maximal effect; % of control where 0% means no effect
# Target sequence (Q99816 whole entry, looked up): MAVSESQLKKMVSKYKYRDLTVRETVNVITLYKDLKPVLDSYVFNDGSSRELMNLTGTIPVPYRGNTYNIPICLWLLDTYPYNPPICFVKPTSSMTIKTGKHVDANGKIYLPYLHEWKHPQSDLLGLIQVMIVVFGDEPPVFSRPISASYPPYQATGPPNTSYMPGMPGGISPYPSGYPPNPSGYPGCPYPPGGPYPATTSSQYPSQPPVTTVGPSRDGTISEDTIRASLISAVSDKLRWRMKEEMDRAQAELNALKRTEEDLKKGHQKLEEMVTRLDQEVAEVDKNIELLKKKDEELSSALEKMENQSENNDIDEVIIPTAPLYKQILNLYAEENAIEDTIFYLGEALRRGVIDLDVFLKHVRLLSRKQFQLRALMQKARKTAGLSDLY
#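 Tsg101 binding domain (10 uM final) was mixed with compound and a FITC-labeled PTAP peptide (50 nM final) in HEPES pH 7.5 buffer with NaCl, Tween 20, EDTA and TCEP; fluorescence polarization was read after 20 min at r.t.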
# a7 integrin act – activators of alpha7 integrin expression for muscular dystrophy. Potency, µM (highest dose often 38.3 µM), inactives show top-dose activation, most hits filed as activators. alpha7betagal myoblasts, beta-gal FDG fluorescence, 48 h. AID 624291. 350,000 compounds, 0.064% hits;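 note: potency is the fitted concentration of half-maximal effect; 100% = response of the positive control SU9516; nearly all actives have a fitted effect of over 60% in size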
#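 Alpha7betagal+/- myoblasts (passage 13) were plated 16-24 hr, then exposed to compounds (1:260 dilution of DMSO stock) for 48 hours at 37C. After MPER lysis, β-galactosidase reporter activity was read as FDG fluorescence (ex 480/em 540) after 30 minutes.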
# TSHR antag – human thyrotropin receptor antagonism | TSHR-expressing cells, TSH-stimulated cAMP HTRF, 2 h; hits give low values | 330,000 compounds, 0.2% hits | AID 504810 | activity change, negative = inhibition, % at 11.5 µM | P16473;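 active = activity change below a set negative limit, meaning inhibition stronger than a set level, cut at about -70% in these data; inconclusive = activity change between two set negative limits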; note: % is set by controls: 0 for no effect and ±100 for the full control effect
#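 Antagonism was scored as loss of TSH-driven cAMP in TSHR cells, stimulated with 4nM TSH (EC80) for 2 hours at 37 deg C and detected by homogeneous HTRF competition immunoassay.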
# AT treatment – candidate therapy for ataxia-telangiectasia. […] A-T fibroblasts, KAP-1 phosphorylation AlphaLISA; neocarzinostatin DNA damage 30 min before lysis. Potency, µM (titrated, usually from 57.5 µM), for inactives: top-dose activation, most hits filed as activators. 320,000 compounds, 0.19% hits. AID 485349; note: potency is the fitted concentration of half-maximal effect; % of control where 0% means no effect; nearly all actives have a fitted effect of over 45% in size
#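 hTERT-immortalized A-T patient fibroblasts ([…]), 500 cells/well in OPTI-MEM, 1% FBS, got compounds for 60 min, then NCS for 30 min at 37C. Lysates were then assayed for phospho-KAP-1 by AlphaLISA (anti-pKAP1 donor, anti-KAP1 acceptor beads), 6 hr at 25C.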
# Mito fusion yeast – mitochondrial division inhibition or fusion activation | Potency, µM (titrated, usually from 46.1 µM), inactives show at the highest dose growth rescue (activation), hits mostly activators | S. cerevisiae fusion-defective mutant growth rescue, CellTiterGlo 48 h | 320,000 compounds, 0.23% hits;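 note: potency is the fitted concentration of half-maximal effect; % of control where 0% means no effect; nearly all actives have a fitted effect of over 45% in size; temperature-sensitive fusion mutants such as fzo1-1 at 37 °C on non-fermentable ethanol glycerol medium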
#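 Read-out: ATP-based luminescence (CellTiterGlo, 10 min ambient) reporting growth of fusion-defective ts yeast after 48 hours at 37C on glycerol/ethanol YPEG medium in the presence of compound.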
# BCR signal inh – blocks chronic active B-cell receptor signaling; ABC-DLBCL IkBa-CBG/CBR reporter, luminescence ratio, 4 h; Potency, µM (top dose mostly 46.1 µM), for inactives: at the highest dose ratio change, negative = lower green/red ratio, usual class: inhibitors; 340,000 compounds, 0.05% hits; active = well fitted inhibition curve with a large enough effect in the signal ratio, with a control signal flat, not every such curve was filed as active; inconclusive = small, poorly fitted or top-dose-only effect, or effect the other way, or a change in a side signal; the % refers to the signal ratio;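 note: potency is the fitted concentration of half-maximal effect; plate controls were basal doxycycline-induced cells for no effect and cells given 10 µM MG132 for full effect; MG132 reads +100%, hits lower the ratio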
#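 Concentration-response series (up to 46 uM) were applied to TMD8 dual-reporter cells for 4 h at 37C with doxycycline. Green/red ratio, after filter-overlap correction, defined %Activity; red signal alone was normalised to basal cells and zero luminescence.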
# S-ASM inh – human S-ASM enzyme inhibition. P17405. placental ASM, HMU-PC fluorogenic substrate, 60 min. Potency, µM (doses to about 57.5 µM), for inactives: top-dose activity change, negative = inhibition, actives largely listed as inhibitors. 340,000 compounds, 0.006% hits. AID 504937; note: potency is the fitted concentration of half-maximal effect
#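 Human placenta-derived ASM enzyme was preincubated with compound for 10 minutes at room temperature, then given fluorogenic substrate HMU-PC0 (9 uM final) for 60 minutes at 37 °C; a pH 10 stop preceded fluorescence reading at Ex 386/Em 447 nm.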
# Tb PFK inh – T. brucei PFK enzyme inhibition; O15648; T. brucei PFK, ADP-Glo luminescence; Potency, µM (doses to about 57.5 µM), for inactives: top-dose activity, negative = inhibition, hits mostly inhibitors; 330,000 compounds, 0.17% hits; AID 485367;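 note: potency is the fitted concentration of half-maximal effect; 0% = uninhibited 1x PFK enzyme wells and -100% = no-enzyme wells; nearly all actives have a fitted effect of over 60% in size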
#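 Luminescent ADP detection (ADP-Glo, two-step: ATP depletion then ADP-to-ATP conversion for luciferase) reported PFK activity after 45 min room-temperature reaction of 1.25 nM enzyme with 0.5 mM F6P and 0.1 mM ATP at pH 8.0.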
# ELG1 DNA repair – inhibitors of ELG1-dependent DNA repair in HEK293T cells; HEK293T ELG1-luciferase reporter, luminescence, 16 h; DNA damage induced by 5-fluorouridine; Potency, µM (doses to about 46.1 µM), inactives show at the top dose activity change, negative = inhibition, actives largely listed as inhibitors; 330,000 compounds, 2.3% hits; AID 504467; note: potency is the fitted concentration of half-maximal effect; % is set by controls: 0 for no effect and ±100 for the full control effect; nearly all actives have a fitted effect of over 55% in size
#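 Luminescence from the luciferase reporter, measured 30 min after ONE-Glo reagent at room temperature, was the read-out. Beforehand, 2,000 cells per well were exposed for 16 hr at 37 °C to 5-fluorouridine together with compound or vehicle.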
# Eya2 phos inh – blocks the phosphatase activity of human Eya2; O00167; recombinant Eya2, OMFP fluorescence dephosphorylation (OMFP is methylfluorescein phosphate); Potency, µM (titrated, usually from 76.9 µM), without a hit: at the top dose activity, negative = inhibition, most hits filed as inhibitors; 330,000 compounds, 0.006% hits; AID 488837; note: potency is the fitted concentration of half-maximal effect; % is set by controls: 0 for no effect and ±100 for the full control effect
# Target sequence (O00167 whole entry, looked up): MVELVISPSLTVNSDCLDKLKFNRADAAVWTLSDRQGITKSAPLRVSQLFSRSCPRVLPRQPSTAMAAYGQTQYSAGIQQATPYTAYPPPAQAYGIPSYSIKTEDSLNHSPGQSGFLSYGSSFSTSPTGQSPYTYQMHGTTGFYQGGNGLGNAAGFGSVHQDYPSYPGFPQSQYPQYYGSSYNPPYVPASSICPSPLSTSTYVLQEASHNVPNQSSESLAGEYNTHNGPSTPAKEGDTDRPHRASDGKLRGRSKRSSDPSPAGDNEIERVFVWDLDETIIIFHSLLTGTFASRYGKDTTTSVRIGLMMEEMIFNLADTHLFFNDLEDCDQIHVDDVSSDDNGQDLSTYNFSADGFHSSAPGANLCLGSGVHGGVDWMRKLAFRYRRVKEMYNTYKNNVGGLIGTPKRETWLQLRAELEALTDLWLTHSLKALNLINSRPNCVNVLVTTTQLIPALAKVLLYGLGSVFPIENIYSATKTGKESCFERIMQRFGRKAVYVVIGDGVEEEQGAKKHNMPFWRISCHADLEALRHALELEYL
#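 Eya2 protein (added as 0.2 uM solution) was preincubated with compound for 10 min at ambient temperature in 50 mM HEPES pH 7.5, 50 mM NaCl, 5 uM MgCl2, 0.05% BSA, 1 mM DTT. OMFP (added at 50 uM) then reacted 10 min; fluorescence read at 485/525 nm.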
# Numbers without * were called inactive; ? = inconclusive; . = no result given; [ ] = another dose, or the depositor's remark. Unless noted, calls come from the whole dose curve; as a rule, active = well fitted curve in the direction sought with a large enough effect; inconclusive = small, poorly fitted or top-dose-only effect, or another doubt; inactive = no such curve, though single readings can be large; an effect the other way counts as inactive or inconclusive. Compounds were not picked by outcome; 3.2% or so of the library scored in one or more.
SMILES,TCR activator,TSG101-PTAP inh,a7 integrin act,TSHR antag,AT treatment,Mito fusion yeast,BCR signal inh,S-ASM inh,Tb PFK inh,ELG1 DNA repair,Eya2 phos inh
CN1C(=O)/C(=C/c2ccccc2OCc2ccccc2)NC1=S,-1%[46.1 µM],-5%,-14%,8,-5%,5%,-1%,?,-1%,?,-2%
CNC(=O)c1cc(C(=O)c2ccccc2C(F)(F)F)c[nH]1,0%,0%,7%,-5,-3%,7%,?,2%,5%,8%,8%
O=C(NC1CCCCC1)c1cc(S(=O)(=O)N2CCN(c3ccccc3)CC2)ccc1Cl,11%,-4%,-10%,-6,2%,.,5%,-3%,1%,?,-2%
CCOc1ccc(CN(C)C(=O)c2ccc3c(c2)NC(=O)C(C)S3)cc1OC (centres undefined),1%,-12%,?,12,2%,-4%,6%,1%,-9%,?,-1%
CC1Cc2ccccc2N1Cc1cc(=O)c(OCC(=O)NCCc2ccccc2)co1 (centres undefined),5%,-1%,7%,-18,2%,1%,1%,.,22%,-16%,24%
COc1cccc(NC(=O)NC(=O)c2c(C)cc(Cl)nc2Cl)c1,0%,1%,19%,-17,0%,-15%,11%,0%,-1%,7%,2%
CC(OC(=O)CCC(=O)N1CCN(S(=O)(=O)c2ccc3ccccc3c2)CC1)C(=O)NC(N)=O (centres undefined),-5%,-8%,10%,2,16%,4%,-1%,3%,3%,-9%,14%
CCN1c2ccccc2-c2nc3ccccc3n2C1c1ccncc1 (centres undefined),2%,-9%,11%,11,13%,1%,?,234%[activator],-3%,-19%,-7%
COc1ccc(S(=O)(=O)NCCc2csc(-c3cccnc3)n2)cc1,1%,-2%,17%,6,0%,-4%,0%,11%,-1%,-7%,14%
Cc1ccc(-c2nnn(CC(=O)N(c3cccc(O)c3)C(C(=O)NC(C)(C)C)c3cccs3)n2)o1 (centres undefined),1%,0%,-10%,-13,-7%,0%,1%,4%,-1%,?,-21%
COc1ccc(NC(=S)N2CCCC2)cc1,-5%[46.1 µM],-1%,18%,-1,-9%,-1%,-1%,2%,0%,14%,-7%
Cc1cc(=O)c2n(Cc3ccc(Cl)cc3)nc[n+]2[nH]1,3%,-7%,3%,0,1%,0%,1%,0%,?,-4%,-5%
Cc1ccc2[nH]c(=O)c3cc(C(=O)N(C)C4CCCCC4)sc3c2c1,10%,0%,?,-18,3%,?,-7%,0%,-4%,13%,3%
Cc1cc(S(=O)(=O)N2CCCC2)ccc1OCC(=O)NC1CCCC1,-5%,-4%,-3%,-9,0%,0%,?,-1%,-5%,5%,-11%
COc1ccc(/C=N/Nc2nc(-c3cccc(S(=O)(=O)N4CCCC4)c3)cs2)cc1OC,-1%[46.1 µM],-1%,27%,-1,-2%,1%,-1%,4%,1%,?,-1%
CCCCn1c(N)c(N(CC(C)C)C(=O)COc2cc(C)ccc2Cl)c(=O)[nH]c1=O,1%,1%,5%,12,3%,1%,-1%,-5%,-8%,3%,1%
CC(=O)c1ccc(NC(=O)Cn2nc(C)cc2C)cc1,.,-7%,-3%,39,-4%,0%,-11%,2%,0%,0%,-1%
CC(CN(C)Cc1ccccc1)OC(=O)c1ccc2c(c1)OCCO2 (centres undefined),5%,-3%,0%,2,13%,2%,3%,5%,-4%,?,?
Cc1cc(C)c(NC(=O)c2sc3nc(C)[nH]c(=O)c3c2C)c(C)c1,.,.,.,5,-2%,-25%,1%,.,3%,12%,12%
Cc1ccccc1N=C(NO)c1cccnc1,3%,-3%,29%,-7,4%,-2%,-6%,0%,-2%,0%,-5%
Cc1cc(C)c(S(=O)(=O)c2ccccc2)c(Cl)n1,-1%,-2%,16%,-9,-5%,10%,2%,-3%,-13%,4%,-23%
Cc1ccc(O)c(-c2cc(C(=O)NCc3ccccc3)[nH]n2)c1,1%,-9%,3%,0,-1%,-7%,?,-1%,-8%,?,0%
CSCCC(NC(=O)C1CCC(C)CC1)C(=O)NCCN1CCC(C)CC1 (centres undefined),-1%,-1%,-41%,13,0%,-2%,7%,4%,2%,2%,?
O=C(CSC1CC(=O)N(CCc2ccccc2)C1=O)Nc1ccc(Cl)cc1 (centres undefined),2%,-5%,-19%,-5,6%,15%,?,-7%,0%,11%,-11%
CCc1c(C(=O)NCc2cnn(C)c2)csc1C,4%[46.1 µM],-7%,10%,21,.,-2%,-21%,1%,1%,4%,2%
Cc1ccc(S(=O)(=O)N2CCN(c3ccccn3)CC2)cc1,-2%,-1%,-13%,-1,2%,0%,10%,3%,2%,-10%,-2%
CCNCC(O)COCC(O)CNCC (centres undefined),-4%,-8%,0%,6,11%,-4%,-3%,2%,-2%,24%,9%
COc1ccc(C(=O)N/N=C(/C)c2ccc(N3CCCCC3)cc2)cc1,-2%[46.1 µM],0%,-6%,5,-25%,-12%,-5%,2%,-2%,13%,5%
COC(=O)Cc1ccc(NC(=O)c2ccc3c(c2)C(=O)N(Cc2ccco2)C3=O)cc1,4%,1%,0%,-11,15%,-3%,0%,0%,-13%,-2%,-5%
CCCCNC(=O)C(Cc1ccccc1)NS(=O)(=O)c1ccc2c(c1)c(=O)n(C)c(=O)n2C (centres undefined),5%,1%,2%,19,2%,0%,14%,0%,-2%,9%,8%

# 3 compounds from above, sorted by the number in Tb PFK inh, rising.
molecule | Tb PFK inh
CC(CN(C)Cc1ccccc1)OC(=O)c1ccc2c(c1)OCCO2 (centres undefined) | -4%
CCN1c2ccccc2-c2nc3ccccc3n2C1c1ccncc1 (centres undefined) | -3%
CC(OC(=O)CCC(=O)N1CCN(S(=O)(=O)c2ccc3ccccc3c2)CC1)C(=O)NC(N)=O (centres undefined) | 3%

# Next structures follow:
SMILES,TCR activator,TSG101-PTAP inh,a7 integrin act,TSHR antag,AT treatment,Mito fusion yeast,BCR signal inh,S-ASM inh,Tb PFK inh,ELG1 DNA repair,Eya2 phos inh
CCCCCn1c(N)c(C#N)c2nc3ccccc3nc21,-2%,0%,-33%,-24,13%,-1%,6%,.,2%,-2%,6%
COc1cc2cc(C(=O)NCCc3ccccc3)[nH]c2cc1OC,11%,-1%,-39%,-1,-3%,-9%,?,-4%,-1%,5%,1%
COC(=O)c1ccc(NC(=O)c2cc(-c3ccccn3)nc3ccccc23)cc1,7%,0%,4%,-4,7%,0%,7%,-3%,4%,-9%,10%
Cc1ccc(S(=O)(=O)N2CCCC2C(=O)O)s1 (centres undefined),-1%,0%,15%,7,-1%,-2%,9%,4%,3%,2%,3%
CSCSC1=C(C#N)C(c2ccc(Cl)cc2)C(C(C)=O)=C(C)N1 (centres undefined),.,.,.,-30,4%,25%,10%,.,-4%,-17%,8%
COc1ccc(N2C(N)=C(C#N)C(c3cccnc3)C3=C2CC(C)(C)CC3=O)cc1 (centres undefined),-1%,-1%,-28%,-10,-2%,-5%,?,3%,-1%,?,9%
CCN1CCN(Cc2ccc(NC(=O)c3cc(NC(=O)c4ccc5n[nH]nc5c4)cc(OC)c3)cc2C(F)(F)F)CC1,-7%,-3%,3%,-1,32%,-3%,11%,-2%,2%,4%,-5%
COc1ccc(NC(=O)CN2CCC(C(N)=O)CC2)cc1,7%,-6%,27%,0,2%,2%,2%,4%,0%,16%,-15%
CCC1C(=O)NCCN1C(=O)c1ccc2nc(Cc3ccc(OC)cc3)oc2c1 (centres undefined),-2%,-7%,9%,27,18%,5%,-7%,4%,5%,6%,5%
O=C(COC(=O)c1nn(CCO)c(=O)c2ccccc12)Nc1ccc(Cl)c(Cl)c1,.,4%,-19%,-16,-2%,.,-1%,-29%,-17%,6%,-1%
Cc1cc(C)cc(NC(=O)CN(C)CC(=O)N(CC(C)C)c2c(N)n(CC(C)C)c(=O)[nH]c2=O)c1,2%,-3%,-22%,-2,-3%,-5%,1%,6%,-6%,4%,-5%
